TRPV1 agonist = human TRPV1 agonism; activation, % at 8.33 µM; Q8NER1; actives 0.19% (n = 320,000); TRPV1-expressing cells, Fluo-8 calcium influx, agonist mode; in the data active = activation above about 80%; inconclusive = between about 30% and that limit; also: 0% is about no effect
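Fluo-8 calcium influx in TRPV1-expressing cells, kinetic read (ex 480/em 520 nm). Compound added and read 3 min for agonist activity, followed by capsaicin at EC20 final and 2 min further read for enhancement.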
FLuc modulator = counter-screen for miR-21 project: firefly luciferase inhibitors or activators; P08659; purified FLuc, Km substrates, luminescence inhibition; Potency, µM (top dose mostly 57.5 µM), for the others: at the highest dose activity change, negative = inhibition, usual class: inhibitors; actives 6.9% (n = 360,000); AID 588342;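 also: potency is read from the fitted curve at half-maximal effect; plate controls were vehicle for no effect and reference inhibitor for full effect; nearly all actives have a fitted effect of over 55% in size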
Target sequence (P08659 whole entry, looked up): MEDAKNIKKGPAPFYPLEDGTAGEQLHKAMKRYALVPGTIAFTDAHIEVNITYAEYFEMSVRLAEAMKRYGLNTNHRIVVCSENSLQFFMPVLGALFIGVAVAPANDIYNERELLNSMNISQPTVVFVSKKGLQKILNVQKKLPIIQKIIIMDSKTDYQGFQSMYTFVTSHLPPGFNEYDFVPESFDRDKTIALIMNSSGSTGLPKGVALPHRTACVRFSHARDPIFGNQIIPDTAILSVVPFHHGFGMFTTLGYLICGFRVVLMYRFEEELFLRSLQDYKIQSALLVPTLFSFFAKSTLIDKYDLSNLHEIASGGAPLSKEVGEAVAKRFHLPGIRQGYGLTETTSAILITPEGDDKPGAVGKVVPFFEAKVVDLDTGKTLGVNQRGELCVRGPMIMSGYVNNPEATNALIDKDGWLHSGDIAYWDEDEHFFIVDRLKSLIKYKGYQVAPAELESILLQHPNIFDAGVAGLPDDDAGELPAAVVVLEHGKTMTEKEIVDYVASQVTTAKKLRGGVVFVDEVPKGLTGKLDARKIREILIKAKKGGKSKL
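Purified P. pyralis luciferase (10nM final) with 10uM D-luciferin and 10uM ATP (Km levels) in 50mM Tris acetate pH 7.5, 10mM Mg acetate, 0.01% Tween-20, 0.05% BSA; qHTS 6-point titration, ~60 µM downward; luminescence read.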
ELG1 repair inh = ELG1-dependent DNA repair inhibition; actives 2.3% (n = 330,000); HEK293T ELG1-luciferase reporter, luminescence, 16 h; DNA damage induced by 5-fluorouridine; AID 504467; Potency, µM (series often up to 46.1 µM), without a hit: top-dose activity change, negative = inhibition, usual class: inhibitors; also: potency is read from the fitted curve at half-maximal effect; % is scaled to controls: 0 for no effect and ±100 for the full control effect; nearly all actives have a fitted effect of over 55% in size
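Reporter activity after DNA damage by 5-fluorouridine is monitored. Compound-treated cells incubate 16 hr at 37 °C, then ONE-Glo is added for 30 min before luminescence reading.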
p53 reactivator = re-activators of mutant p53; H1299 p53-A138V BP100-luciferase reporter, luminescence, 24 h; Potency, µM (titrated, usually from 92.2 µM), for the others: at the highest dose activity change, positive = activation, hits mostly activators; actives 0.063% (n = 320,000); AID 504706; also: potency is read from the fitted curve at half-maximal effect; % of control where 0% means no effect; nearly all actives have a fitted effect of over 45% in size
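H1299 (p53-null), stable ts p53-A138V + BP100-Luc; 1000 cells/well, Opti-MEM/10% FBS; cpd 4 pt, 1:5; 24 h, 37 deg C, 5% CO2; detection reagent 10 min RT; luminescence.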
NPC1 prom act = NPC1 promoter activation | actives 2.4% (n = 320,000) | Potency, µM (top dose mostly 9.22 µM), for the others: top-dose activation, usual class: activators | Huh7 NPC1 promoter luciferase reporter, 24 h | AID 485313;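 also: potency is read from the fitted curve at half-maximal effect; % of control where 0% means no effect; nearly all actives have a fitted effect of over 60% in size; reporter is driven by a mutant NPC1 promoter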
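In 1536-well qHTS, Huh7 cells harboring an NPC1 promoter–luciferase construct received compound for 24 h; activation was quantified by luminescence following luciferase reagent addition.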
ELG1 genotoxic = genotoxicity induction in ELG1-luciferase HEK293T cells; HEK293T ELG1-luciferase reporter, luminescence, 16 h; Potency, µM (doses to about 46 µM), without a hit: at the top dose activity change, positive = activation, actives largely listed as activators; actives 1.3% (n = 330,000); AID 504466; also: potency is read from the fitted curve at half-maximal effect; % of control where 0% means no effect; nearly all actives have a fitted effect of over 60% in size
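Cells (2,000/well) expressing the ELG1-luciferase fusion are dosed by pin tool and kept 16 hr at 37 °C, 5% CO2. Signal comes from ONE-Glo luciferase reagent after 30 min at room temperature.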
Rab9 promoter act = activates the Rab9 promoter; Potency, µM (titrated, usually from 9.22 µM), for the others: at the top dose activation, negative = inhibition, most hits filed as activators; AID 485297; Huh7 Rab9 promoter-luciferase reporter, luminescence, 24 h; actives 2.8% (n = 320,000); also: potency is read from the fitted curve at half-maximal effect; % of control where 0% means no effect; nearly all actives have a fitted effect of over 60% in size
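Measured in stably transfected Huh7 cells bearing a Rab9 promoter–luciferase construct: 24 h compound treatment at 37 °C, followed by luminescence detection.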
BRCA1 expr up = BRCA1 expression activation | MCF7-BRCA1-FFLuc reporter, luminescence, 48 h; response scale: scaled: vehicle 0%, 10 µM genistein 100% | actives 1.1% (n = 380,000) | Potency, µM (doses to about 46.1 µM), without a hit: top-dose activation, actives largely listed as activators; also: potency is read from the fitted curve at half-maximal effect; nearly all actives have a fitted effect of over 80% in size; some results filed as inactive show a strong effect at the top dose
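Quantitative HTS in MCF7 cells stably reporting BRCA1 expression via firefly luciferase. Compound treatment lasts 48 h at 37 °C in phenol-red free MEM. Activation is expressed relative to genistein at 10 microM and DMSO.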
RORgamma inh = blocks mouse ROR gamma transcriptional activity. AID 2551. Potency, µM (top dose mostly 53.6 µM), for the others: at the highest dose activity change, negative = inhibition, actives largely listed as inhibitors. P51450. Drosophila S2 Gal4-RORgamma UAS-luciferase reporter, 20 h. actives 5.4% (n = 310,000); also: potency is read from the fitted curve at half-maximal effect; % is scaled to controls: 0 for no effect and ±100 for the full control effect; nearly all actives have a fitted effect of over 60% in size
Target sequence (P51450 whole entry, looked up, the tested form may be a part): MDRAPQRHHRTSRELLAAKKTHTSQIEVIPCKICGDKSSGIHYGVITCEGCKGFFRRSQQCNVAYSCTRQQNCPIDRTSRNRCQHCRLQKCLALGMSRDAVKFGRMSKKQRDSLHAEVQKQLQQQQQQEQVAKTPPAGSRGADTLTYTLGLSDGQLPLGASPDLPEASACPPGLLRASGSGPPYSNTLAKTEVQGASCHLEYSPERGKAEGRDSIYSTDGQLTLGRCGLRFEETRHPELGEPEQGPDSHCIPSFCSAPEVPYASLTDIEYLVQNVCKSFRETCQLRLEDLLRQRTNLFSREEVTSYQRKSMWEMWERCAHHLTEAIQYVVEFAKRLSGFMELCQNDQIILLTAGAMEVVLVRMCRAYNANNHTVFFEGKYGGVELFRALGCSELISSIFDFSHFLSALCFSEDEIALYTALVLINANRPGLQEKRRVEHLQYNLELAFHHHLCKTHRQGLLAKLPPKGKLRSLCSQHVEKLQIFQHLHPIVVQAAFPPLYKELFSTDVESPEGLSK
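In this cell-based reporter format, copper sulfate (700 uM final) drives Gal4–ROR gamma fusion expression from a metallothionein promoter in Drosophila Schneider cells; compounds preincubated 1 hr, reporter read after 20 hr at ambient temperature.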
Tb PFK block = T. brucei PFK enzyme inhibition; Potency, µM (series often up to 57.5 µM), for the others: top-dose activity, negative = inhibition, hits mostly inhibitors; O15648; actives 0.17% (n = 330,000); T. brucei PFK, ADP-Glo luminescence;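 also: potency is read from the fitted curve at half-maximal effect; 0% = uninhibited 1x PFK enzyme wells and -100% = no-enzyme wells; nearly all actives have a fitted effect of over 60% in size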
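ADP-Glo luminescence quantified ADP after 45 min at room temperature, with 1.25 nM T. brucei PFK, 0.1 mM ATP and 0.5 mM fructose-6-phosphate in pH 8.0 TEA buffer. qHTS titrations up to 57 µM; curves classified by quality.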
VP16 counter = counter-screen for ROR gamma inhibitors: Gal4-VP16 reporter | Drosophila S2 Gal4-VP16 UAS-luciferase, luminescence, 20 h | Potency, µM (highest dose often 53.6 µM), without a hit: at the top dose activity, negative = inhibition, usual class: inhibitors | actives 3.5% (n = 310,000) | AID 2546;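 also: Gal4-VP16 expression switched on by copper sulfate through the metallothionein promoter; potency is read from the fitted curve at half-maximal effect; % is scaled to controls: 0 for no effect and ±100 for the full control effect; nearly all actives have a fitted effect of over 50% in size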
Numbers without * were called inactive; ? = inconclusive; nt = not tested or not shown; & = joins results of further samples; [ ] = another dose, or the depositor's remark. Unless noted, calls follow the shape of the dose curve; as a rule, active = well fitted curve in the direction sought with a large enough effect; inconclusive = small, poorly fitted or top-dose-only effect, or another doubt; inactive = no such curve, though single readings can be large; an effect the other way counts as inactive or inconclusive.

Fields: TRPV1 agonist	FLuc modulator	ELG1 repair inh	p53 reactivator	NPC1 prom act	ELG1 genotoxic	Rab9 promoter act	BRCA1 expr up	RORgamma inh	Tb PFK block	VP16 counter
- NC(=O)c1c(-c2ccc(Cl)cc2Cl)csc1NC(=O)Cc1ccccc1
→ 7	2%	?	13%	-22%	8%	-28%	-38%	?	0%	7.1µM*
- CCOc1ccc(C(=O)NC(=S)Nc2ccc(NC(=O)c3ccco3)c(C)c2)cc1[N+](=O)[O-]
→ 0	3%	3%	-1%	-1%	9%	-12%	-14%	?	1%	?
- Cc1ccc(/C=N/NC(=O)c2ccc(-n3cnnn3)cc2)cc1
→ 80*	-7%	?	3%	0%	5%	-2%	-4%	nt	-26%	nt
- O=C(NCCOCc1ccc(Cl)cc1)c1ncn[nH]1
→ 0	-3%	2%	0%	-4%	1%	1%	6%	-4%	0%	3%
- CC1CCC(NC(=O)COc2ccccc2C(N)=O)CC1 (centres undefined)
→ ?	2%	?	4%	-1%	0%	-6%	23%	18%	2%	16%
- Cc1cc(C)n(S(=O)(=O)c2ccc(F)cc2)n1
→ -2	0%	-20%	?	-2%	1%	0%	5%	-6%	7%	-1%
- CN1CCN(c2nc(-c3cccc([N+](=O)[O-])c3)nc3ccccc23)CC1
→ 13	0%	?	-8%	-2%	-6%	-2%	-19%	-22%	-3%	-8%
- CCCNC(=O)c1cccc(Cn2cc(Br)c([N+](=O)[O-])n2)c1
→ 7	0%	?	15%	-1%	-1%	0%	-20%	39%	-15%	0%
- Cc1cccc(-c2cc(C(=O)NCCCn3ccnc3)c3ccccc3n2)c1
→ 22	15µM*	3%	-19%	-1%	2%	-3%	nt	-4%	-5%	7%
- CC(=O)c1c(C)[nH]c(C(=O)N(CCc2ccccc2)Cc2ccccc2)c1C
→ 13	-11%	-26%	5%	-4%	-6%	-3%	-25%	3%	-1%	?
- CC1(C)CC(=O)c2sc(NC(=O)CN3C(=O)CCC3=O)nc2C1
→ 4	0%	13%	3%	4%	-6%	-5%	45%	28%	1%	6%
- COc1cccc(NC(=O)CCC2CCN(C(=O)c3sccc3C)CC2)c1
→ 12	-2%	?	-14%	4%	-7%	0%	-25%	34%	-1%	2%
- COc1ccc(C(=O)Nc2nnc(S(=O)(=O)N(C)Cc3ccc(F)cc3)s2)cc1OC
→ -3	-1%	2%	3%	2%	-1%	-1%	1%	14%	4%	5%
- CC1CCN(CCC(=O)N2CCCc3c2c(=O)oc2ccc(O)cc32)CC1
→ 1	7%	-1%	-15%	-4%	2%	-4%	-25%	?	2%	-14%
- COC(=O)c1sccc1NC(=O)CC1C(=O)NCCN1C(=O)Nc1ccc(F)cc1F (centres undefined)
→ 1	7%	-12%	-3%	-4%	-1%	-5%	-40%	-2%	0%	0%
- N#CC1=C(S)N(c2ccc(F)cc2)C(c2ccco2)NC1=O (centres undefined)
→ 0	-17%	6%	-2%	-5%	1%	0%	-1%	?	7%	-11%
- COc1ccc2c(c1O)Cc1ccccc1C2=O
→ -4	?	?	21%	?	14%	?	46%	-16%	-1%	-14%
- COc1cc2c(cc1OC)CN(Cc1cc(=O)oc3cc(C)c(Cl)cc13)CC2
→ 19	-19%	-20%	-9%	0%	-7%	-6%	-12%	-6%	1%	-12%
- COc1ccc2[nH]c(=O)c(CN(Cc3cccs3)S(=O)(=O)c3c(C)ccc4nsnc34)cc2c1
→ 7	6%	?	-3%	-7%	-18%	-3%	-109%[inhibitor]	1%	4%	-3%
- CC(=O)N/N=C(\C)CC(=O)NC(C)(C)C
→ -9	6%	7%	-2%	0%	-14%	2%	0%	-2%	-2%	5%
- CN1CCN(S(=O)(=O)c2ccc(Cc3ccc(S(=O)(=O)N4CCN(C)CC4)cc3)cc2)CC1
→ 3	-2%	?	9%	-5%	-9%	3%	-25%	14%	4%	-5%
- Cc1ccc(NS(=O)(=O)c2ccc(NC(=O)CSc3ccc(Cl)cc3)cc2)c(C)c1
→ 2	1%	?	-7%	2%	-9%	4%	-15%	42%	-3%	-15%
- CC(OC(=O)CN1C(=O)NC(C)(C)C1=O)C(=O)c1ccccc1 (centres undefined)
→ -1	-1%	1%	0%	0%	-8%	4%	-6%	-15%	1%	-3%
- COc1cc(CNC(C)C)ccc1OCC(=O)Nc1cccc2ccccc12
→ 3	-2%	6%	-13%	0%	4%	-3%[1.84 µM]	-21%	8%	8%	5%
- Cc1ccc(OCC(=O)N(Cc2cccs2)C2CCS(=O)(=O)C2)cc1 (centres undefined)
→ -2	6%	4%	-5%	-3%	1%	13%	-16%	-3%	-5%	-5%
- COc1cc(/C=N/NC(=O)[C@H](Cc2c[nH]c3ccccc23)NC(=O)OCC(C)C)cc([N+](=O)[O-])c1O
→ -1	?	0%	-21%	2%	3%	-9%	-2%	-2%	-5%	-13%
- COc1ccc2nc(NC(=O)C3CCN(S(=O)(=O)c4cnc[nH]4)CC3)sc2c1
→ 1	-17%	-15%	-1%	0%	-18%	0%	-30%	13%	-6%	0%
- O=C(c1ccccc1)c1ccc(OCCCN2CCCC2)cc1
→ -8	-19%	?	?	7%	0%	-4%	32%	20%	0%	6%
- CC(C)N(Cc1ccccc1)C(=O)CN1C(=O)COc2ccc(S(=O)(=O)NC3CCCC3)cc21
→ 3	2%&4%	-4%	-2%	2%	0%[9.26 µM]	1%	-23%	-1%	6%	-7%
- COc1cc(CCCN2C(=O)C(=O)NC[C@@H]2CCCCN)cc(OC)c1OC
→ 0	-2%	-2%	1%	-2%	2%	-2%	-5%	-26%	-4%	-14%
- Cc1ccc(C2CN(CCC(N)=O)C(=O)CO2)cc1 (centres undefined)
→ 6	0%	4%	3%	-5%	4%	-1%	-7%	nt	-5%	nt
- CC(C)CNC(=S)N(CCN(C)C)Cc1cc2cc3c(cc2[nH]c1=O)OCCO3
→ ?	-2%	-10%	8%	-1%	1%	2%	-29%	?	-9%	1%
- Cc1cc(=O)[nH]c(SCC(=O)NC2CCCCCCC2)n1
→ nt	nt	0%	-7%	nt	0%	nt	2%	nt	6%	nt
- Cc1ccc(-n2c(O)cnc2Nc2nc(C)cc(C)n2)cc1
→ -3	12%	-4%	-5%	-6%	-2%	1%	-32%	-21%	-3%	-8%
- C/C(N)=C(/C#N)C(=O)CSc1nnc(SCc2ccc(Cl)cc2)s1
→ 13	?	?	13%	2%	12%	-2%	19%&0%	-27%	1%	?
- Cc1ccc(N2C(=O)C3C(c4ccccc4)N4CCCN4C3(C)C2=O)cc1 (centres undefined)
→ 6	1%	2%	1%	-3%	3%	-2%	14%	0%	4%	-10%
- COC(=O)/C(C#N)=C/c1c(N2CCCCCC2)nc2ccccn2c1=O
→ 3	-1%	16%	-1%	-1%	-2%	5%	-23%	12%	-18%	1%
- COc1cc(C(=O)NCc2cccnc2)ccc1OCC(=O)Nc1cccc(C(F)(F)F)c1
→ 19	-1%	-20%	-3%	-9%	?	-20%	-49%	nt	15%	nt
- COc1ccc(-c2ccc3c(n2)sc2c(=O)[nH]c(=O)[nH]c23)cc1OC
→ 0	-9%	6%	-7%	0%	1%	3%	nt	10%	-1%	-11%
- O=C(c1ccc(=O)[nH]n1)N1CCN(S(=O)(=O)c2ccc(C(F)(F)F)cc2)CC1
→ 0	0%	15%	-3%	-5%	0%	7%	2%	nt	3%	nt
- CCOC(=O)C1CCN(C(=O)C2CCCCC2)CC1
→ 1	0%	28%	-5%	2%	-3%	0%	5%	0%	-1%	3%
- OCCC1CN(Cc2cc(F)ccc2-n2cccn2)CCN1Cc1ccc(F)cc1 (centres undefined)
→ 7	-1%	-7%	1%	-1%	-3%	0%	-2%	-19%	2%	12%
- CC1CCc2c(sc(NC(=O)C3c4ccccc4Oc4ccccc43)c2C(N)=O)C1 (centres undefined)
→ 7	0%	15%	-7%	-4%	2%	1%	-32%	2%	8%	-12%
- COCCSc1ccccc1C(=O)Nc1nnc(C)s1
→ 1	3%	?	-7%	-5%	1%	3%	-10%	-4%	-6%	-3%
- O=C(NC1CCCC1)c1ccc(CS(=O)Cc2ccccc2Cl)o1 (centres undefined)
→ -1	1%	9%	-2%	-1%	-3%	0%	-16%	9%	3%	7%
- CCCCOc1ccc(C(=O)NCC(=O)OC2CCOC2=O)cc1 (centres undefined)
→ -3	-13%	nt	nt	nt	nt	nt	-2%	-14%	nt	-12%
- COc1cccc(C(=O)Nc2ccc(NC(=O)c3ccco3)c(Cl)c2)c1
→ -6	?	?	2%	12%	-8%	22%	34%	13%	2%	1%
- O=C(c1ccco1)N1CCN(S(=O)(=O)N2CCOCC2)CC1
→ 0	5%	0%	-1%	-2%	1%	17%	6%	14%	4%	10%
- COc1ccc(CCCc2nnc(SCc3nc4ccccc4c(=O)[nH]3)n2C)cc1C
→ 3	-2%	5%	-2%	-6%	1%	-1%	-12%	33%	-2%	-3%

Bioassay records as filed in PubChem BioAssay.
